SW480 rereplic – A quantitative high throughput screen for small molecules that induce DNA re-replication in SW480 colon adenocarcinoma cells. SW480 DNA re-replication, Hoechst DNA content imaging, 48 h. Potency, µM (highest dose often 46.1 µM), for inactives: top-dose re-replication activation, hits mostly activators. 1.8% of 340,000 active; also: % of control where 0% means no effect; nearly all actives have a fitted effect of over 55% in size
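Hoechst fluorescence of nuclei (405 nm excitation, 500-530 nm emission) measured by plate-scanning imager after 48 hr compound exposure at 37 C; re-replication scored as increased number of nuclei with elevated intensity.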
GLP1R cytotox – qHTS of GLP-1 Receptor Inverse Agonists: Cytotox Screen; HEK293 cAMP-luciferase reporter cells, luminescence, 24 h; Potency, µM (series often up to 38.3 µM), for inactives: at the highest dose activity change, negative = inhibition, usual class: inhibitors; 0.13% of 410,000 active; AID 624418, 2012;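 also: loss of luciferase light is scored as toxicity; % is scaled to controls: 0 for no effect and ±100 for the full control effect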
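Quantitative HTS format, 1536 wells, 200 cells/uL seeded. Compounds: 23 nL, 24 h, 37 °C. Detection: luciferase reagent, luminescence at 12 min RT; decreased signal taken as cytotoxic.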
GLP-1R agonist – qHTS of GLP-1 Receptor Agonists; 0.007% of 380,000 active; Glucagon-like peptide 1 receptor (Homo sapiens), P43220; HEK293 GLP-1R CRE-luciferase, luminescence, 4-6 h; cells express a hypersensitive GLP-1R form; Potency, µM (highest dose often 45.6 µM), for the others: at the highest dose activation, hits mostly activators; also: % of control where 0% means no effect
Target sequence (P43220 whole entry, looked up): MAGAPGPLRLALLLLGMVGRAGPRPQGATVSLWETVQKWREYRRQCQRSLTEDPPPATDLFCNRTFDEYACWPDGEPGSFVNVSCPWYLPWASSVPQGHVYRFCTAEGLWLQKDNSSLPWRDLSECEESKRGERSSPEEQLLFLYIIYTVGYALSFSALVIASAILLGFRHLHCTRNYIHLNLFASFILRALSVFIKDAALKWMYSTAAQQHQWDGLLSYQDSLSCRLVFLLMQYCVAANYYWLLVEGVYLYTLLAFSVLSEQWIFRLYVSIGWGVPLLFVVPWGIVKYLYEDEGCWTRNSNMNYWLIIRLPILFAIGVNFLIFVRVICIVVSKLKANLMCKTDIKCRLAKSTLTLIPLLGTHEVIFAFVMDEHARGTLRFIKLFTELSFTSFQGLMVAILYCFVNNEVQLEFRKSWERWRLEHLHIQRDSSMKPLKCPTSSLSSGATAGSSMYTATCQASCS
HT1080 IDH1KD tx – qHTS for induction of synthetic lethality in tumor cells producing 2HG: qHTS for the HT-1080-IDH1KD cell line | HT-1080 IDH1 knockdown viability, ATP luminescence, 48 h | Potency, µM (top dose mostly 46.1 µM), for inactives: at the highest dose activity, negative = toxicity, hits mostly cytotoxic | 2% of 360,000 active;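 also: 0% = DMSO wells and -100% = cell-free medium wells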
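In this qHTS, HT-1080 cells depleted of IDH1 are exposed for 48 h at 37 °C to compound titrations. Toxicity is scored from CellTiter-Glo luminescence, with DMSO as full viability and medium alone as none.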
TDP-43 yeast inh – qHTS of TDP-43 Inhibitors; TDP-43 expressing yeast growth rescue, BacTiter-Glo, 24 h; Potency, µM (doses to about 46.1 µM), without a hit: at the top dose growth rescue (activation), actives largely listed as activators; 1.8% of 410,000 active; AID 652104, 2013; also: % of control where 0% means no effect; nearly all actives have a fitted effect of over 50% in size
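Galactose-induced TDP-43 yeast, OD600=0.02, compound pinned; 24 hr, 30 deg C; BacTiter-Glo luminescence for growth. Inhibitors of TDP-43 toxicity read as activators.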
GLP-1R inv ag – qHTS of GLP-1 Receptor Inverse Agonists (Inhibition Mode); Glucagon-like peptide 1 receptor (Homo sapiens), P43220; HEK293 GLP-1R CRE-luciferase, luminescence, 24 h; GLP-1R form is constitutively active; Potency, µM (doses to about 38.3 µM), without a hit: top-dose activity change, negative = inhibition, most hits filed as inhibitors; 1.6% of 410,000 active; AID 624417, 2012; also: % is scaled to controls: 0 for no effect and ±100 for the full control effect; nearly all actives have a fitted effect of over 55% in size
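HEK293 cells stably co-expressing a cAMP-responsive luciferase reporter and constitutively active GLP-1R were seeded, incubated 12 h, then exposed to compounds for 24 h at 37 C. Luminescence was read 12 min after detection reagent; inverse agonists lower signal.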
KB-V1 cytotox – qHTS assay for MDR1-selective chemotherapeutics: Primary screen using the drug-selected MDR subline cells KB-V1; KB-V1 MDR cells viability, CellTiter-Glo, 72 h; Potency, µM (doses to about 46.1 µM), for the others: at the top dose activity change, negative = cytotoxicity, actives largely listed as cytotoxic; 3.4% of 400,000 active; also: % is scaled to controls: 0 for no effect and ±100 for the full control effect; nearly all actives have a fitted effect of over 60% in size
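Cells of the MDR subline KB-V1 are plated, dosed with compound at multiple concentrations, and incubated 72 h at 37 degrees C; CellTiter-Glo is then added and luminescence read after 10 min.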
HT1080-NT tox – qHTS for induction of synthetic lethality in tumor cells producing 2HG: qHTS for the HT-1080-NT fibrosarcoma cell line; HT-1080-NT fibrosarcoma viability, CellTiter-Glo ATP luminescence, 48 h; 1.6% of 360,000 active; Potency, µM (series often up to 46.1 µM), without a hit: top-dose activity, negative = less viability, most hits filed as cytotoxic;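 also: NT is the 2HG producing partner of a matched IDH1 knockdown line; 0% = DMSO-treated cells and -100% = media-only wells without cells; nearly all actives have a fitted effect of over 55% in size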
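Toxicity toward the 2HG-producing NT line was scored as %Activity, normalised to DMSO and no-cell wells, from CellTiter-Glo luminescence after 48 hours' treatment.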
KB-3-1 tox – qHTS assay for MDR1-selective chemotherapeutics: Primary screen using the parental adenocarcinoma cell KB-3-1 | KB-3-1 viability, CellTiter-Glo ATP luminescence, 72 h | Potency, µM (titrated, usually from 46.1 µM), without a hit: at the highest dose activity change, negative = cytotoxic, usual class: cytotoxic | 1.4% of 400,000 active | AID 1347075, 2019; also: % is scaled to controls: 0 for no effect and ±100 for the full control effect; nearly all actives have a fitted effect of over 60% in size
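Multi-concentration cytotoxicity screen in KB-3-1 cells grown in DMEM lacking phenol red with 10% FBS. After 72 h at 37 °C with compound, ATP-dependent luminescence was recorded.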
The depositor's hits bear a star; u = inconclusive; x = not tested or not shown; & = joins results of further samples; [ ] = another dose, or the depositor's remark. Calls follow the shape of the dose curve; as a rule, active = well fitted curve in the direction sought with a large enough effect; inconclusive = small, poorly fitted or top-dose-only effect, or another doubt; inactive = no such curve, though single readings can be large; an effect the other way counts as inactive or inconclusive. Potency is read from the fitted curve at half-maximal effect. No enrichment for hits; about 9.4% have a hit in one of these screens.

SMILES | SW480 rereplic | GLP1R cytotox | GLP-1R agonist | HT1080 IDH1KD tx | TDP-43 yeast inh | GLP-1R inv ag | KB-V1 cytotox | HT1080-NT tox | KB-3-1 tox
O=C(CN1CCN(S(=O)(=O)N2CCCCC2)CC1)Nc1cc(Cl)ccc1Cl | -7% | -3% | 7% | 17% | 3% | -12% | -30% | 10% | -5%
Cn1cnc([N+](=O)[O-])c1Sc1nc(N)nc2c1ncn2C1CC(O)C(CO)O1 (stereo not given) | 7.3µM* | u | -3% | 1.3µM* | 0% | 6% | 5.2µM* | 2.3µM* | 3.7µM*
Cc1c(Cc2ccccc2)c(=O)oc2cc(OCC(=O)c3ccccc3)ccc12 | -3% | -5% | 0% | 27% | 10% | 2% | -17% | 22% | u
Cc1cc(NC(=O)COC(=O)c2cc(S(=O)(=O)N(C)C)ccc2Cl)no1 | -3% | -15% | 6% | 9% | 29% | u | -2% | 6% | 9%
COc1ccccc1OCC(=O)O | 1%&1% | 6%&-4% | 4%&0% | -1%&-8% | -16%&-19% | 10%&0% | 25%&5% | -3%&-7% | 5%&-1%
Cc1cccc(N(Cc2cc(=O)[nH]c3ccccc23)C(=O)C(C)C)c1 | -7% | -15% | -3% | -2% | 3% | -21% | -11% | 10% | -2%
Cc1ccc(N=C2S/C(=C/c3cccc(OCC(=O)O)c3)C(=O)N2C)cc1C | -3% | 12% | 9% | -7% | -1% | 35%[activator] | 12% | -5% | -5%
CNc1c(NC(=O)c2ccc3c(c2)OCO3)c(=O)oc2ccccc12 | -2% | 13% | 1% | 3% | -12% | 3% | u | -6% | -1%
CC(=O)N1N=C(c2ccc(Cl)cc2)OC12CCCC2 | -2% | 18% | -2% | -2% | 0% | 14% | 3% | -9% | 3%
O=C(CCS(=O)(=O)c1cc(Br)cc2c1N(C(=O)C1CC1)CC2)Nc1ccc(Br)cc1F | x | 4% | x | x | -1% | 13% | 7% | x | 6%
Cc1ccc(NC(=O)c2cc(-c3ccco3)nc3ccccc23)cc1S(=O)(=O)N1CCOCC1 | -1% | 6%[0.307 µM] | -2% | -2% | 4% | -3%[0.307 µM] | -17% | -19% | 20%
Cc1ccc(S(=O)(=O)/N=C(/c2ccccc2)N(C)c2ccc(O)cc2)cc1 | 0% | 2% | 6% | -1% | 4% | -17% | 16% | 2% | -1%
O=c1c2c3c(sc2nc2n1CCC2)CCCCC3 | -7% | -6% | u | -21% | -1%[9.22 µM] | 9% | u | -14% | 8%
COCCNC(=O)C1(C)CCCN(Cc2cccc(F)c2)C1 (stereo not given) | x | 5% | 0% | 10% | -11% | -18% | 5% | 24% | -2%
C=CCN(c1ccc(C(=O)Nc2cc(C)cc(C)c2)cc1)S(C)(=O)=O | -101%[inhibitor] | 5% | -1% | 1% | 8% | 3% | -20% | 2% | -7%
CCOc1ccc(NC(=O)CN2C(=O)CSc3ccc(S(=O)(=O)N4CCOCC4)cc32)cc1 | -5% | -3% | 5% | 6% | 10% | -28% | u | 6% | 4%
Cc1ccc(C(=O)N/C(=C\C=C\c2ccccc2)C(=O)NCc2ccco2)cc1 | 2% | u | 0% | -1% | 1% | u | u | -2% | -6%
O=C(Nc1ccc(F)cc1)C(c1ccccc1)N1CCN(S(=O)(=O)c2c(F)cccc2F)CC1 (stereo not given) | 1% | -10% | -6% | 6% | 20% | u | -18% | 3% | 8%
COC(=O)[C@]1(Cc2ccccc2)N[C@H](CN(C)C(=O)c2ccc(C)cc2)[C@@H]2C(=O)N(Cc3ccccc3)C(=O)[C@@H]21 | -2%[9.22 µM] | -3% | 3% | 0% | 20% | 2% | -3% | 5% | -7%
COC(=O)CCN(C)CCC(=O)OC | -11% | 6% | -24% | -2% | -6% | 18% | -3% | -2% | 10%
CN(Cc1ccccc1)C(=O)C(C(=O)c1ccc(F)cc1)n1cc(Cl)ccc1=O (stereo not given) | -2% | 6% | 3% | 1% | 10% | -11% | u | 8% | 3%
CCN(CC(=O)NCc1cccs1)C(=O)COc1ccc(C(N)=O)cc1 | 13% | 21% | -3% | 1% | -8% | 14% | -6% | -3% | -8%
CC(C)CNC(=O)c1coc(=O)c(Br)c1 | u | u | -24% | 11µM* | 25% | -25% | u | u | 6.3µM*
COc1cc(C2C(C#N)=C(N)Oc3cc(C)oc(=O)c32)cc2c1OCO2 (stereo not given) | 1% | -7% | -7% | -21% | 0% | -12% | 2% | -15% | 2%
CS(=O)(=O)N1c2ccccc2[C@@]2(Br)C[C@H]3C(=O)N[C@@H](Cc4ccccc4)C(=O)N3[C@@H]12 | 1% | -4% | -2% | 9% | -4% | -27% | -13% | 3% | 3%
C=CCNC(=O)c1cc(Cl)ccn1 | 1% | -4% | 8% | 24% | -3% | 3% | 13% | 10% | 7%
O=C(CSc1nnc(-c2ccncc2)n1-c1ccccc1)NC1CC1 | -4% | 0% | -12% | -3% | 2% | 18% | -2% | -4% | 19%
Cc1nnc(NC(=O)C(C)Sc2nnc(CNC(=O)c3ccccc3F)n2C)s1 (stereo not given) | u | 5% | 0% | 3% | -16% | 7% | -10% | 4% | -4%
CN(CC(=O)N1CCc2ccccc21)S(=O)(=O)c1ccc(Br)s1 | -2% | -8% | -1% | 0%[9.24 µM] | 18% | u | -18% | -2% | -3%
COc1cccc(/C=C2\CCC(C3CCCC3)C2=O)c1 (stereo not given) | -1% | -6% | 2% | 6% | 5% | -11% | 7% | 4% | 0%
C=CCNc1nnc(Cc2ccc(F)cc2)c(=O)[nH]1 | 3% | -7% | -6% | 5% | 6% | 5% | 0% | 0% | -8%
CCN(CC)S(=O)(=O)c1ccc(C)c(NC(=O)COC(=O)C=C(C)C)c1 | -2% | 0% | -6% | u | 0% | u | u | -5% | 4%
Cc1cccc2c(N=Nc3ccc(S(=O)(=O)Nc4cccc(Cl)c4)cc3[N+](=O)[O-])c(O)[nH]c12 | -6% | u | -1% | 0% | 18% | -28% | 16% | 3% | -26%
COc1ccc([C@H]2C[C@H](O)[C@@H](n3cc(C4CC4)nn3)CN2C(=O)c2cccs2)cc1 | x | 1% | -1% | -1% | 17% | 16% | -6% | 8% | 18%
Oc1cccc(C=NCc2ccccc2)c1 | -13% | -27% | -10% | 2% | 1% | -20% | 23% | 7% | 6%
CCOC(=O)C1CCCN(S(=O)(=O)CCNC(=O)c2cccc(OC)c2)C1 (stereo not given) | -284%[inhibitor] | -2% | 4% | -5% | -2% | u | 0% | -8% | u

Molecules above with a thiophene ring, fused or not (4):
SMILES | SW480 rereplic | GLP1R cytotox | GLP-1R agonist | HT1080 IDH1KD tx | TDP-43 yeast inh | GLP-1R inv ag | KB-V1 cytotox | HT1080-NT tox | KB-3-1 tox
O=c1c2c3c(sc2nc2n1CCC2)CCCCC3 | -7% | -6% | u | -21% | -1%[9.22 µM] | 9% | u | -14% | 8%
CCN(CC(=O)NCc1cccs1)C(=O)COc1ccc(C(N)=O)cc1 | 13% | 21% | -3% | 1% | -8% | 14% | -6% | -3% | -8%
CN(CC(=O)N1CCc2ccccc21)S(=O)(=O)c1ccc(Br)s1 | -2% | -8% | -1% | 0%[9.24 µM] | 18% | u | -18% | -2% | -3%
COc1ccc([C@H]2C[C@H](O)[C@@H](n3cc(C4CC4)nn3)CN2C(=O)c2cccs2)cc1 | x | 1% | -1% | -1% | 17% | 16% | -6% | 8% | 18%

The list continues:
SMILES | SW480 rereplic | GLP1R cytotox | GLP-1R agonist | HT1080 IDH1KD tx | TDP-43 yeast inh | GLP-1R inv ag | KB-V1 cytotox | HT1080-NT tox | KB-3-1 tox
COc1ccc(N2CCN(C(CNC(=O)C(C)C)c3ccc4c(c3)OCO4)CC2)cc1 (stereo not given) | -30% | -24% | 6% | 4% | 5% | -20% | 14% | 14% | 2%
Cc1ccc2nc3c(nc2c1C)C(O)=C3O | 2% | -4% | 1% | 16% | -7% | 3% | -1% | 16% | 10%
Cc1cc(C)c(CN2CCN(C(=O)Cn3ccc(NC(=O)OCc4ccccc4)nc3=O)CC2)c(C)c1 | 14% | -17% | 5% | u | 0% | 7% | -8% | u | -22%
Cc1nn(CC(=O)Nc2ccc3c(c2)nc(CCN2CCCCC2)n3C)c(=O)c2ccccc12 | u | -15% | -3% | 2.8µM* | -14% | -5% | 6% | u | 10%
Cc1cccc(CCNCc2c(C(=O)O)c(C)n(-c3ccccc3)c2C)c1 | -3% | 5% | -3% | -5% | 16% | -1% | 10% | -7% | 2%
Cc1c(C(=O)NCCc2ccccc2)oc2ccccc12 | 2% | -1% | 12% | 16% | 6% | u | 3% | 20% | 5%
C=CCC(O)(CC=C)CNC(=O)c1ccc(OC)c(OC2CCN(C(C)=O)CC2)c1 | -12% | -31% | -5% | -1% | 13% | 0% | u | 2% | 14%
C/C(=N\NC(=S)Nc1cc(S(=O)(=O)N2CCOCC2)ccc1Cl)c1ccc(N2CCOCC2)cc1 | 2% | -15% | -6% | -1% | 1% | 13% | 15% | -1% | 18%
CC1CCCN(c2ccc(C(=O)Nc3ccc4c(c3)OCO4)cc2[N+](=O)[O-])C1 (stereo not given) | -4% | -30% | 11% | u | u | u | -26% | -10% | -27%
CCOC(=O)c1cc(-c2ccccc2)nc2c(O)cccc12 | 8% | u | 12% | -23% | u | u | -100% | -1% | -17%
Cn1[nH]c(C(F)(F)F)c(C=NCc2ccc(Cl)cc2)c1=O | 8% | u | -3% | -2% | -4% | 7% | 22% | -1% | 6%
COC(=O)C1(NC(=O)NC23CC4CC(CC(C4)C2)C3)CCCCC1 | -46% | 1% | -2% | 5% | -3% | -4% | 1% | 5% | 1%
